Compound activity (PubChem)
MC4R antagonist: blocks human MC4R cAMP signaling; P32245; MC4R-expressing cells, MTII-stimulated cAMP, LANCE TR-FRET; inhibition, % at 6.5 µM; actives 0.48% (n = 360,000);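 active = inhibition above its plate's cutoff, the mean of tested wells on that plate plus 3 SD, cut at about 29% in these data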;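 note: 0% = Melanotan II alone and 100% = Melanotan II plus saturating MCL0020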
Target sequence (P32245 whole entry, looked up): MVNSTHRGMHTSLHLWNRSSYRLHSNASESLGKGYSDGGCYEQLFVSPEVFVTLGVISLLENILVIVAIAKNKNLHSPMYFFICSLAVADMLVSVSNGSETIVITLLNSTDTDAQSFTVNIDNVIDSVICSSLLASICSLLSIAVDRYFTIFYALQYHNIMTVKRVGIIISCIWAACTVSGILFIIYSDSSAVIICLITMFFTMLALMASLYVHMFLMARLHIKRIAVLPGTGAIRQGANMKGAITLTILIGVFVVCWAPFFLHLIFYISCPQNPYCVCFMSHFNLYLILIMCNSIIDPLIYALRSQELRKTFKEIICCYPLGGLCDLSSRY
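Material: human MC4R-expressing U2OS cells. Probe or stimulus: Melanotan II challenge. Dosing: 6.5 µM single dose. Times: 30-min compound, 1-h challenge, 1-h detection, room temperature. Technique: TR-FRET with Eu-cAMP and labeled anti-cAMP, 671 nm. Replication: singlicate.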
MC4R ag barr: activates human MC4R beta-arrestin recruitment. P32245. activation, % at 8.9 µM. U2OS MC4R beta-arrestin complementation, luminescence; percent of melanotan II response, DMSO zero. actives 0.98% (n = 360,000);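 active = activation above a per-plate cutoff, the mean activation of sample wells on that plate plus 3 SD, cut at about 8% in these data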
ABCB6 inh MLPCN: human ABCB6 transporter inhibition | Q9NP58 | K562-ABCB6 porphyrin accumulation, flow cytometry, 1 h; hits give low values | fluorescence ratio to DMSO, % at 10 µM | actives 0.19% (n = 360,000) | AID 602162;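 active = fluorescence ratio to DMSO below 75%, the collection mean minus 3 SD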;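 note: signal is porphyrin accumulated inside mitochondria; 100% equals median channel fluorescence of DMSO control wells; lower ratio means ABCB6 inhibition with less porphyrin fluorescence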
N-glyco inh: blocks N-linked glycosylation in D54 reporter cells. actives 0.23% (n = 360,000). AID 588692. reporter increase, % at 12.5 µM. D54 ERlucT glycosylation luciferase reporter, 24 h; percent of 100 nM tunicamycin response;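 active = mean luciferase reporter signal, scaled so untreated is 0 and the glycosylation-blocking control 100, at or above a set limit in every replicate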;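 note: luciferase carries N-glycosylation sites so blocking glycosylation raises the light; 0% = median of neutral control wells and 100% = median of 100 nM tunicamycin wells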
Cardio protect: myocardial damage modulation in H9c2 cells. H9c2 cardiomyocytes, H2O2 injury protection, ATPLite, 2 h. AID 588492. protection from H2O2 cell death, % at 20 µM. actives 0.63% (n = 360,000);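 active = compounds giving at least 50% protection of heart cells from peroxide-induced death in the single-dose screen, raw or plate-pattern-corrected value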;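 note: 0% = DMSO wells with peroxide and 100% = DMSO wells without peroxide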
m5-HT2A agonist: activates the mouse 5-HT2A serotonin receptor. activation, % at 7.6 µM. AID 624169. CHO-K1 mHTR2A beta-arrestin complementation, luminescence; percent of 30 µM serotonin response. P35363. actives 0.66% (n = 360,000);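 active = activation above a run cutoff, the mean activation of all tested compounds plus 3 SD, cut at about 14% in these data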;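 note: 0% = plate median of compound wells and 100% = 30 µM serotonin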
NOD2-RIPK2 inh: inhibitors of human NOD2-RIPK2 interaction | O43353 | CHO BLA complementation NOD2-RIPK2, CCF4 ratio | inhibition, % at 4.98 µM | actives 0.38% (n = 360,000) | AID 624267; in the data active = inhibition above about 21%;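 note: 0% = vehicle only and 100% = reference blocker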
Target sequence (O43353 whole entry, looked up): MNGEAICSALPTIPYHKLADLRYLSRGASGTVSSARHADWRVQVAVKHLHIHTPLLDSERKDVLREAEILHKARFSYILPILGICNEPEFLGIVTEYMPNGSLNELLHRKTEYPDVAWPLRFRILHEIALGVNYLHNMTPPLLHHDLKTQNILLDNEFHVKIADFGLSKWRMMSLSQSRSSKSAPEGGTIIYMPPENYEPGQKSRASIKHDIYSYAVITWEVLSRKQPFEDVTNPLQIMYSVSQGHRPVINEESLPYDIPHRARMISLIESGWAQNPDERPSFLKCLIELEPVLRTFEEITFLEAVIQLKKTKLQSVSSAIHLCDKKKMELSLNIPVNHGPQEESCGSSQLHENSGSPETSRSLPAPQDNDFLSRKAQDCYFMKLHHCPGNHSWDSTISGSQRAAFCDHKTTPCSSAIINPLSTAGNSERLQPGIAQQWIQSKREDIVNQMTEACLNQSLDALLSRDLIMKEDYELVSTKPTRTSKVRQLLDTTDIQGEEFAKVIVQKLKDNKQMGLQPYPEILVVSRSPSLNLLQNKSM
NCOA2 inhibitor: inhibits human steroid receptor coactivator 2. Q15596. HEK293 GAL4-SRC2 luciferase reporter, luminescence. inhibition, % at 9 µM. actives 0.17% (n = 370,000);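 active = inhibition above the mean inhibition of all tested compounds plus 3 SD, set per campaign, cut at about 52% in these data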;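 note: 0% = DMSO treated cells and 100% = cells given Gossypol at 36 µM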
ABHD5 PLIN5 PPI: blocks binding of human ABHD5 to perilipin-5 | Q00G26+Q8WTS1 | Split G. princeps luciferase complementation, luminescence, 4 h | inhibition, % at 4 µM | actives 0.78% (n = 360,000);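 active = inhibition above the mean inhibition across every tested compound plus 3 SD, cut at about 22% in these data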;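 note: 0% = DMSO only wells and the 100% control is not disclosed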
TLR9-MyD88 block: inhibitors of human TLR9-MyD88 binding. Q9NR96+Q99836. CHO BLA complementation TLR9-MyD88, CCF4 FRET ratio. inhibition, % at 4.98 µM. actives 0.21% (n = 340,000);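 active = inhibition above the mean over all tested compounds plus 3 SD, cut at about 21% in these data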;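 note: 0% = DMSO only wells and 100% = clavulanate BLA inhibitor control wells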
The depositor's hits bear a star.

Screening Cc1cc(N/N=C/c2cccc([N+](=O)[O-])c2)nc(-n2nc(C)cc2C)n1 returned MC4R antagonist -2, MC4R ag barr 2.4, ABCB6 inh MLPCN 98, N-glyco inh -14, Cardio protect -6, m5-HT2A agonist 0, NOD2-RIPK2 inh -17, NCOA2 inhibitor -10, ABHD5 PLIN5 PPI 5 and TLR9-MyD88 block 13.
Screening COC(=O)/C(=N/Nc1cccc(C)c1)N1CCCc2ccccc21 returned MC4R antagonist 2, MC4R ag barr -3.9, ABCB6 inh MLPCN 99, N-glyco inh 0, Cardio protect -6, m5-HT2A agonist 1, NOD2-RIPK2 inh -5, NCOA2 inhibitor -52, ABHD5 PLIN5 PPI -4 and TLR9-MyD88 block 2.
CC(C)(C)CNC(CO)C12CC3CC(CC(C3)C1)C2 (configuration not stated) was read as MC4R antagonist -1, MC4R ag barr -1.1, ABCB6 inh MLPCN 203, N-glyco inh 1, Cardio protect -8, m5-HT2A agonist -1, NOD2-RIPK2 inh 2, NCOA2 inhibitor 3, ABHD5 PLIN5 PPI -7 and TLR9-MyD88 block -5.
Screening O=C(c1ccccc1)N1CCN(C(=O)N2CCCCC2)CC1 returned MC4R antagonist 6, MC4R ag barr -1.6, ABCB6 inh MLPCN 105, N-glyco inh -1, Cardio protect -8, m5-HT2A agonist 5, NOD2-RIPK2 inh -6, NCOA2 inhibitor -3, ABHD5 PLIN5 PPI 1 and TLR9-MyD88 block -7.
For C/C(=C\C(=O)c1ccc(F)cc1)NCc1ccc2c(c1)OCO2 the results were MC4R antagonist 1, MC4R ag barr -2.2, ABCB6 inh MLPCN 88, N-glyco inh 1, Cardio protect -6, m5-HT2A agonist -2, NOD2-RIPK2 inh 2, NCOA2 inhibitor 3, ABHD5 PLIN5 PPI -6 and TLR9-MyD88 block 0.
For Cc1cc(C(=O)CN2C(=O)c3cccc(N)c3C2=O)c(C)n1Cc1cccs1 the results were MC4R antagonist 2, MC4R ag barr -1.9, ABCB6 inh MLPCN 93, N-glyco inh -10, Cardio protect -19, m5-HT2A agonist -3, NOD2-RIPK2 inh 24*, NCOA2 inhibitor -36, ABHD5 PLIN5 PPI -4 and TLR9-MyD88 block 20.
For COc1ccc(OC)c(NC(=O)COC(=O)CCc2ccc(S(=O)(=O)N3CCOCC3)cc2)c1 the results were MC4R antagonist 3, MC4R ag barr -2.1, ABCB6 inh MLPCN 96, N-glyco inh -1, Cardio protect 0, m5-HT2A agonist -5, NOD2-RIPK2 inh 17, NCOA2 inhibitor -7, ABHD5 PLIN5 PPI 2 and TLR9-MyD88 block -23.
O=C(Cn1c(C(F)(F)F)nc2ccccc21)NCCN1CCCC1 was read as MC4R antagonist 4, MC4R ag barr -1.4, ABCB6 inh MLPCN 99, N-glyco inh 2, Cardio protect 2, m5-HT2A agonist -7, NOD2-RIPK2 inh -2, NCOA2 inhibitor -4, ABHD5 PLIN5 PPI -2 and TLR9-MyD88 block -5.
For Cc1ccccc1S(=O)(=O)N1[C@@H](c2cccc(Cl)c2)C(C(=O)O)=CC[C@H]1c1ccc(Cl)cc1 the results were MC4R antagonist 9, MC4R ag barr -2.0, ABCB6 inh MLPCN 106, N-glyco inh -1, Cardio protect 5, m5-HT2A agonist 10, NOD2-RIPK2 inh -18, NCOA2 inhibitor -8, ABHD5 PLIN5 PPI -6 and TLR9-MyD88 block -8.
For O=C(Nc1cccnc1)c1ccc([N+](=O)[O-])cc1Cl the results were MC4R antagonist 22, MC4R ag barr 0.0, ABCB6 inh MLPCN 92, N-glyco inh -1, Cardio protect 6, m5-HT2A agonist 5, NOD2-RIPK2 inh -10, NCOA2 inhibitor -24, ABHD5 PLIN5 PPI 2 and TLR9-MyD88 block -8.
For CC(CC(=O)NCc1ccccc1)C1CCCO1 (configuration not stated) the results were MC4R antagonist 18, MC4R ag barr 1.7, ABCB6 inh MLPCN 99, N-glyco inh -1, Cardio protect -3, m5-HT2A agonist 2, NOD2-RIPK2 inh -8, NCOA2 inhibitor -42, ABHD5 PLIN5 PPI 1 and TLR9-MyD88 block -5.
Cc1ccc(S(=O)(=O)NCCC(=O)N2CCOCC2)cc1C was read as MC4R antagonist 3, MC4R ag barr -2.6, ABCB6 inh MLPCN 101, N-glyco inh -1, Cardio protect 5, m5-HT2A agonist 3, NOD2-RIPK2 inh -2, NCOA2 inhibitor -34, ABHD5 PLIN5 PPI 3 and TLR9-MyD88 block 3.
Screening Cc1ccccc1NC(=O)COC(=O)CCc1ccccc1 returned MC4R antagonist 14, MC4R ag barr 0.9, ABCB6 inh MLPCN 112, N-glyco inh -1, Cardio protect -5, m5-HT2A agonist 0, NOD2-RIPK2 inh -3, NCOA2 inhibitor 21, ABHD5 PLIN5 PPI -1 and TLR9-MyD88 block -3.
Cc1ccc(-c2nc(C3CCN(S(=O)(=O)c4ccc(C(F)(F)F)cc4)CC3)no2)cc1 was read as MC4R antagonist 0, MC4R ag barr -1.7, ABCB6 inh MLPCN 101, N-glyco inh 0, Cardio protect -2, m5-HT2A agonist 1, NOD2-RIPK2 inh -7, NCOA2 inhibitor -21, ABHD5 PLIN5 PPI 2 and TLR9-MyD88 block 1.
For CCOc1cc(C2C(C(=O)N3CCCCC3)=C(C)NC3=C2C(=O)CCC3)cc(Br)c1O (configuration not stated) the results were MC4R antagonist -8, MC4R ag barr -0.5, ABCB6 inh MLPCN 95, N-glyco inh 1, Cardio protect 2, m5-HT2A agonist -3, NOD2-RIPK2 inh -12, NCOA2 inhibitor 8, ABHD5 PLIN5 PPI -3 and TLR9-MyD88 block -14.

Reprinted at random: 2 compounds from above, in no set order.
Cc1ccc(-c2nc(C3CCN(S(=O)(=O)c4ccc(C(F)(F)F)cc4)CC3)no2)cc1 was read as MC4R antagonist 0, MC4R ag barr -1.7, ABCB6 inh MLPCN 101, N-glyco inh 0, Cardio protect -2, m5-HT2A agonist 1, NOD2-RIPK2 inh -7, NCOA2 inhibitor -21, ABHD5 PLIN5 PPI 2 and TLR9-MyD88 block 1.
Screening Cc1ccccc1NC(=O)COC(=O)CCc1ccccc1 returned MC4R antagonist 14, MC4R ag barr 0.9, ABCB6 inh MLPCN 112, N-glyco inh -1, Cardio protect -5, m5-HT2A agonist 0, NOD2-RIPK2 inh -3, NCOA2 inhibitor 21, ABHD5 PLIN5 PPI -1 and TLR9-MyD88 block -3.

New compounds follow
COc1ccc(CN(Cc2ccc(C(=O)O)cc2)C(=S)Nc2ccc(C)cc2)cc1OC was read as MC4R antagonist 1, MC4R ag barr -4.4, ABCB6 inh MLPCN 102, N-glyco inh 1, Cardio protect 4, m5-HT2A agonist 1, NOD2-RIPK2 inh 5, NCOA2 inhibitor 7, ABHD5 PLIN5 PPI 3 and TLR9-MyD88 block 0.
`COc1ccc(CNn2c(-c3cccc(C)c3)nc3ccccc3c2=O)cc1OC` gave MC4R antagonist 7, MC4R ag barr 0.5, ABCB6 inh MLPCN 98, N-glyco inh -3, Cardio protect 39, m5-HT2A agonist -3, NOD2-RIPK2 inh 7, NCOA2 inhibitor -2, ABHD5 PLIN5 PPI 7 and TLR9-MyD88 block 1.
`O=C(N/N=C/c1ccccn1)c1cc(C2CC2)nc2ccccc12` gave MC4R antagonist 6, MC4R ag barr -1.2, ABCB6 inh MLPCN 99, N-glyco inh 5, Cardio protect 55*, m5-HT2A agonist -5, NOD2-RIPK2 inh -12, ABHD5 PLIN5 PPI 4 and TLR9-MyD88 block -5.
`O=C1NCC(Nc2ccccc2)C(=O)N1` (configuration not stated) gave MC4R antagonist 4, MC4R ag barr -0.3, ABCB6 inh MLPCN 99, N-glyco inh 1, Cardio protect 4, m5-HT2A agonist 4, NOD2-RIPK2 inh -5, NCOA2 inhibitor -10, ABHD5 PLIN5 PPI 5 and TLR9-MyD88 block 1.
For Nc1[nH]c(=O)[nH]c(=O)c1N=Nc1cccc(Cl)c1 the results were MC4R antagonist -20, MC4R ag barr -0.2, ABCB6 inh MLPCN 99, N-glyco inh 2, Cardio protect 2, m5-HT2A agonist -2, NOD2-RIPK2 inh -4, NCOA2 inhibitor -16, ABHD5 PLIN5 PPI -2 and TLR9-MyD88 block 14.
For CC(=O)Nc1ccc(S(=O)(=O)NCC2CCC(C(=O)NCCCN(C)Cc3ccccc3)CC2)cc1 (configuration not stated) the results were MC4R antagonist 4, MC4R ag barr -2.2, ABCB6 inh MLPCN 97, N-glyco inh -1, Cardio protect 0, m5-HT2A agonist 6, NOD2-RIPK2 inh -8, NCOA2 inhibitor 2, ABHD5 PLIN5 PPI 2 and TLR9-MyD88 block 4.
`O=C(Nc1ccccc1)N1CCC(C(=O)N2CCCC(C(F)(F)F)C2)CC1` (configuration not stated) gave MC4R antagonist -3, MC4R ag barr -4.0, ABCB6 inh MLPCN 99, N-glyco inh 1, Cardio protect -4, m5-HT2A agonist 3, NOD2-RIPK2 inh -5, NCOA2 inhibitor 0, ABHD5 PLIN5 PPI -5 and TLR9-MyD88 block -12.
For Cc1ccc(-n2ncc3c(SCc4ccccc4)ncnc32)cc1 the results were MC4R antagonist 4, MC4R ag barr 1.6, ABCB6 inh MLPCN 98, N-glyco inh 0, Cardio protect -13, m5-HT2A agonist 5, NOD2-RIPK2 inh -9, NCOA2 inhibitor -38, ABHD5 PLIN5 PPI -7 and TLR9-MyD88 block 4.
For O=C(COC(=O)c1ncc(Cl)c(Cl)c1Cl)Nc1ccc(Cl)cn1 the results were MC4R antagonist 17, MC4R ag barr 0.5, ABCB6 inh MLPCN 97, N-glyco inh 2, Cardio protect -7, m5-HT2A agonist -5, NOD2-RIPK2 inh -6, NCOA2 inhibitor -13, ABHD5 PLIN5 PPI -7 and TLR9-MyD88 block -3.
`CC12CCC(C(=O)N3CCCc4ccccc43)(OC1=O)C2(C)C` (configuration not stated) gave MC4R antagonist 0, MC4R ag barr 1.9, ABCB6 inh MLPCN 103, N-glyco inh 2, Cardio protect -2, m5-HT2A agonist 2, NOD2-RIPK2 inh 4, NCOA2 inhibitor 1, ABHD5 PLIN5 PPI -2 and TLR9-MyD88 block -12.
Screening CN(C(=O)COC(=O)c1ccc(F)c(S(=O)(=O)N2CCOCC2)c1)C1CCS(=O)(=O)C1 (configuration not stated) returned MC4R antagonist 2, MC4R ag barr -2.8, ABCB6 inh MLPCN 98, N-glyco inh 1, Cardio protect 8, m5-HT2A agonist 0, NOD2-RIPK2 inh -5, ABHD5 PLIN5 PPI 6 and TLR9-MyD88 block 2.
Screening CCOC(=O)CNC(=O)c1c(C)nn(-c2ccccc2)c1Cl returned MC4R antagonist -1, MC4R ag barr -0.1, ABCB6 inh MLPCN 93, N-glyco inh -3, Cardio protect 4, m5-HT2A agonist -7, NOD2-RIPK2 inh 4, NCOA2 inhibitor -16, ABHD5 PLIN5 PPI 6 and TLR9-MyD88 block 3.

A portion of the library, so the mix of outcomes need not match the whole.
